Screening results (PubChem)
GLD-1 RNA inh – GLD-1-TGE RNA interaction inhibition (C. elegans); inhibition, % at 5.96 µM; actives 0.44% (n = 320,000); Q17339; purified GLD-1 + fluorescein TGE RNA, fluorescence polarization;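 active means percent inhibition above a per-plate cutoff, the plate mean of test compounds plus 3 SD, cut at about 30% in these data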;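 further: 0% = DMSO wells with GLD-1 and probe and 100% = wells lacking GLD-1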
MCL1-BIM inh – MCL1-BIM-BH3 interaction inhibition (human); GST-MCL1 / FITC-Bim-BH3 fluorescence polarization; inhibition, % at 10.9 µM; actives 0.68% (n = 320,000);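 active means inhibition above the mean inhibition of all tested compounds plus 3 SD, set per campaign, cut at about 40% in these data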;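 further: 0% = DMSO wells and 100% = unlabeled Bim-BH3 peptide control; higher means more loss of mP so more displacement of Bim peptide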
BCLXL inh – Bcl-xL (human) inhibition; Q07817; GST-Bcl-xL / FITC-Bim BH3 peptide fluorescence polarization; inhibition, % at 10.9 µM; actives 0.7% (n = 320,000);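 active means inhibition above the mean of all tested compounds plus 3 SD, cutoff set per campaign, cut at about 30% in these data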;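 further: 0% = DMSO wells and 100% = unlabeled Bim-BH3 peptide competitor; inhibitors lower millipolarization by displacing the labeled peptide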
PAD4 inh – blocks human protein arginine deiminase 4. recombinant PAD4, RCA probe fluorescence polarization. actives 0.41% (n = 330,000). Q9UM07. inhibition, % at 6.36 µM;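 active means percent inhibition above a cutoff equal to the mean of all tested compounds plus 3 SD, cut at about 15% in these data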;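 further: 0% = PAD4 with RCA probe and DMSO and 100% = probe without PAD4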
GSTO1 counter – counter-screen for RBBP9 inhibitors: inhibitors of human GSTO1; P78417; recombinant GSTO1, activity-based probe fluorescence polarization; inhibition, % at 5.96 µM; actives 1.1% (n = 300,000);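 active means inhibition above the campaign mean inhibition plus 3 SD, cut at about 35% in these data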;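 further: 0% = GSTO1-1 with DMSO and 100% = wells lacking GSTO1-1 enzyme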
Target sequence (P78417 whole entry, looked up): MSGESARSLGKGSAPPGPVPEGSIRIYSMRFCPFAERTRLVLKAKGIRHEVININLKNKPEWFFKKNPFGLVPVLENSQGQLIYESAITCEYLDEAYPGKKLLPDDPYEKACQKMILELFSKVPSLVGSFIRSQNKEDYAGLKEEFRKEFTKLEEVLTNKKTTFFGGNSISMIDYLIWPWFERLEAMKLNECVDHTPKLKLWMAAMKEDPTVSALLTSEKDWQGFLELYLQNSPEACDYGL
TPT1 inh – blocks Candida albicans tRNA 2'-phosphotransferase | recombinant caTPT1, FP RNA substrate dephosphorylation | inhibition, % at 5 µM | actives 0.81% (n = 300,000);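 active means inhibition above the mean of all tested compounds plus 3 SD, set per screening campaign, cut at about 24% in these data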;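 further: plate controls were DMSO alone for no effect and ferristatin control at 100 nM for full effect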
Fam108B inh – counter-screen for RBBP9 inhibitors: inhibitors of mouse Fam108B; recombinant Fam108B, FP-Rh probe fluorescence polarization; inhibition, % at 9.51 µM; actives 0.33% (n = 300,000);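 active means inhibition above the screen mean inhibition plus 3 SD, computed separately per campaign, cut at about 18% in these data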;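 further: inhibitors lower polarization as less probe binds the enzyme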
PME-1 inh – blocks human protein phosphatase methylesterase 1; AID 2130; inhibition, % at 5.9 µM; actives 0.53% (n = 320,000); Q9Y570; recombinant PME-1, FP-Rh probe fluorescence polarization;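 active means inhibition above the campaign mean of all compounds plus 3 SD, cut at about 26% in these data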;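 further: competitive labeling of PME-1 active site by serine hydrolase directed probe; 0% = PME-1 with DMSO and 100% = wells lacking PME-1 enzyme; inhibitors block probe labeling so polarization falls and inhibition rises; many of its hits are not listed in these tables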
Target sequence (Q9Y570 whole entry, looked up): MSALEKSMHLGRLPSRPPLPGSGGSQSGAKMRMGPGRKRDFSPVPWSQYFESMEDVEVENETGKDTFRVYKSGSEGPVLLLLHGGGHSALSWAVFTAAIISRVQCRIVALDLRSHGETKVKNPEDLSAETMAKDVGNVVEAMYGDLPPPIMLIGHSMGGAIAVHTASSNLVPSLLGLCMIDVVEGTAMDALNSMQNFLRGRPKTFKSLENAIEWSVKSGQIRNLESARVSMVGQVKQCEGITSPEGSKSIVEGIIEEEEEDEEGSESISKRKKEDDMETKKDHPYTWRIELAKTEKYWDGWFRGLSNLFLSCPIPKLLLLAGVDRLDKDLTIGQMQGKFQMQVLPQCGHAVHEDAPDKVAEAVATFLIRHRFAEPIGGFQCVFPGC
MEX-5 binding – C. elegans MEX-5 TCR-2 RNA binding activity; MEX-5/FITC-TCR2 RNA binding, fluorescence polarization; hits give low values; Q9XUB2; activity score (negative = inhibition of binding), % at 10 µM; actives 0.38% (n = 300,000);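 active means inhibition past about -25% in most replicates, and total fluorescence under double the plate's negative control median, limit read from the data; inconclusive means replicates evenly split on the limit, or fluorescence at least double controls; inactive means too little inhibition in most replicates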;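 further: 0% = DMSO and -100% = 5 µM competing unlabeled TCR2 RNA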
Target sequence (Q9XUB2 whole entry, looked up): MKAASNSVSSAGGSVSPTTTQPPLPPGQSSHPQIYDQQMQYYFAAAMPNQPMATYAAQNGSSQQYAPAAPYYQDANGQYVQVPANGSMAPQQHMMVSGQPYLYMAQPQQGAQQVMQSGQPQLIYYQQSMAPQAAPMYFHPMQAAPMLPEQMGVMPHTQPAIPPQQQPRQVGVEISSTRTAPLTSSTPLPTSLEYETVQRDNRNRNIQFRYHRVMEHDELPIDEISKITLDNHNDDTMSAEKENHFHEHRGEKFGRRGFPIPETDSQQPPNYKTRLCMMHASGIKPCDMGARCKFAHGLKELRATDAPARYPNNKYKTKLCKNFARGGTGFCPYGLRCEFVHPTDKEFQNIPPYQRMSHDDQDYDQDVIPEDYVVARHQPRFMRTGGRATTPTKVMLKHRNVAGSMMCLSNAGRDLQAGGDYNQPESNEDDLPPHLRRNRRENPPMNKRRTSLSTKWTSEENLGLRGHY
Numbers without * were called inactive; ? = inconclusive; . = no result given. An excerpt; the hit share may differ from the screen's.

Order of values – GLD-1 RNA inh	MCL1-BIM inh	BCLXL inh	PAD4 inh	GSTO1 counter	TPT1 inh	Fam108B inh	PME-1 inh	MEX-5 binding
COc1cccc(-c2nc(CS(=O)(=O)CC(=O)NCCCN3C(C)CCCC3C)c(C)o2)c1 (stereo not drawn)
→ 4	4	5	4	-4	-1	-2	-2	-0.9
CC(C)(C)c1ccc(O)c(N=Cc2cc3c(cc2[N+](=O)[O-])OCO3)c1
→ 0	7	1	-3	19	5	11	6	-5.0
CCCCNC(=O)c1c(CSc2ccc(Cl)cc2)noc1C(=O)NCc1ccccc1
→ 3	6	0	1	1	0	-12	-18	-1.2
CCCC(=NC(C)CC)C1=C(O)CC(c2ccccc2)CC1=O (stereo not drawn)
→ 0	6	-1	7	9	-1	1	-5	0.8
O=C(COc1ccc(Br)cc1CO)Nc1ccccc1F
→ -6	-3	0	2	5	-1	2	-36	-0.1
S=C(Nc1ccccc1)Nc1ccc2cn[nH]c2c1
→ 8	10	14	-5	14	0	7	-2	-1.0
O=C(Nc1nc2ccc(Cl)cc2s1)c1cccc(N2C(=O)CCC2=O)c1
→ 1	-2	0	1	-3	-3	0	-2	-3.8
Clc1ccc(/C=C/c2ncc[nH]2)c(Cl)c1
→ 1	3	2	-6	1	2	-4	-1	-1.2
CCCCn1c(CN2CCOCC2)nc2c1c(=O)n(C)c(=O)n2C
→ -3	0	0	-2	1	0	-2	-1	1.3
COc1ccc(CCNC(=O)C2CCN(c3nccc(C)n3)CC2)cc1
→ 3	2	4	1	7	-4	3	3	1.6
Oc1cccc(C2c3[nH]c4ccccc4c3CCN2Cc2ccoc2)c1 (stereo not drawn)
→ 2	10	13	2	6	-3	1	4	-3.6
COc1ccc(COC(=O)C2=C(C)NC(=O)NC2c2ccc(F)cc2)cc1 (stereo not drawn)
→ -1	16	3	-4	-6	0	4	0	-3.5
COC(=O)c1ccc(OCC(O)CN2CCc3cc(OC)c(OC)cc3C2c2ccccc2)cc1 (stereo not drawn)
→ 0	3	4	-1	2	-1	5	-2	1.5
CN(C)CC(C(=O)c1ccccc1)c1ccccc1 (stereo not drawn)
→ 3	-5	2	-1	-18	2	-2	2	-3.0
Nc1cccc(-c2cc(-c3ccccc3)nc(-c3cccc(N)c3)n2)c1
→ 2	0	5	-2	-2	-3	16	11	1.4
Nc1ccc2nc(-c3cc(Cl)c(N)c(Cl)c3)[nH]c2c1
→ 1	7	1	-6	2	0	18	26	0.9
CCNC(=S)NNC(=O)c1cc(-c2ccccc2C)nc2ccccc12
→ 4	-3	1	-2	-4	-1	3	-2	-0.5
Cc1ccc(-c2nnn(CC(=O)N(c3cccc(O)c3)C(C(=O)NC(C)(C)C)c3cccs3)n2)o1 (stereo not drawn)
→ 7	8	10	-4	-10	0	2	3	-1.5
N#CC1=C2SCN(c3ccccc3)CN2C(=O)CC1c1cccs1 (stereo not drawn)
→ 1	9	4	-6	-4	4	0	1	-1.3
COC(=O)c1cn(NC(=O)c2cccc(N(C)C)c2)c(=O)c2ccccc12
→ -3	2	8	1	5	-3	1	-2	2.0

Order of values – GLD-1 RNA inh	MCL1-BIM inh	BCLXL inh	PAD4 inh	GSTO1 counter	TPT1 inh	Fam108B inh	PME-1 inh	MEX-5 binding
Cc1csc(Nc2ccc(Cl)cc2)[n+]1-c1ccc(Cl)cc1
→ 2	-3	-1	2	6	0	1	-1	0.7
Oc1cc(O)cc(/C=C/c2ccc(O)c(O)c2)c1
→ 0	30	25	0	34	-4	-11	-18	.
O=c1cc(-c2ccccc2Cl)oc2ccc([N+](=O)[O-])c(O)c12
→ -6	10	8	2	0	-4	6	12	0.9
O=C(NCCCN1CCOCC1)c1cc(-c2ccccc2)on1
→ 2	-3	5	-5	-1	-3	2	-1	-3.9
O=C(c1cc(-c2ccccc2)on1)N1CCCC1
→ 6	6	4	2	0	2	-1	10	1.3
COCCNC(=O)c1onc(CSc2ccc(F)c(F)c2)c1C(=O)NCCOC
→ 2	10	10	3	2	-2	-5	3	0.5
CCOc1ccccc1-n1c(=S)sc2c(=O)n(-c3ccccc3)c(=S)[nH]c21
→ 7	4	5	2	-5	0	3	3	.
CCCc1cc(=O)[nH]c2nnc(SCC(=O)NC3CCCCC3)n12
→ 4	3	7	-4	-7	-1	1	0	-1.9
CC1CCN(C(=O)c2ccc3c(=O)n4c(nc3c2)CCCCC4)CC1
→ 13	-3	1	2	3	-1	4	-4	2.7
Cc1cc(C)nc(Nc2n[nH]c(-c3ccccc3Cl)n2)n1
→ 6	1	5	-3	-21	-2	-6	-3	2.0
O=C(CCC1CCCC1)N1CCN(S(=O)(=O)Cc2ccccc2)CC1
→ 4	0	-1	3	0	0	2	-2	-0.6
O=C(OCc1cncs1)c1ccccc1
→ 7	-8	-6	-5	4	1	1	-1	2.3
CCCN(C(=O)c1ccc(N(C)S(=O)(=O)c2ccc(C)cc2)cc1)C1CCS(=O)(=O)C1 (stereo not drawn)
→ 2	1	1	-3	11	2	-2	2	-0.5
COc1ccc(NC(=O)c2cc(=O)c3ccccc3o2)cn1
→ 41*	48*	44*	-3	4	-23	-4	-6	-3.2
Cc1cccc(NC(=O)/C(C#N)=C/c2ccccc2Cl)n1
→ -1	0	4	6	8	1	11	1	-0.1
O=C1N/C(=N/S(=O)(=O)Cc2ccccc2)S/C1=C/c1ccc2c(c1)OCO2
→ 0	3	10	-7	-15	-2	1	-4	-0.1
COC(=O)c1cc(C(=O)OCC(=O)NC2CCCCCCC2)cc([N+](=O)[O-])c1
→ -2	-4	3	3	.	.	.	3	.
Cc1ccc(C(=O)Nc2ccc(C(=O)N/N=C/c3c[nH]c4ccccc34)cc2)cc1
→ -10	2	-12	2	-33	-1	14	-9	-4.5
O=S(=O)(Cc1ccccc1Cl)NCCOc1ccccc1
→ 1	7	9	1	2	0	1	5	-0.6
COc1cc(C2C(C#N)=C(N)Oc3c2oc(CO)cc3=O)cc(OC)c1OC (stereo not drawn)
→ 1	5	7	2	1	-2	14	-2	-1.0

Order of values – GLD-1 RNA inh	MCL1-BIM inh	BCLXL inh	PAD4 inh	GSTO1 counter	TPT1 inh	Fam108B inh	PME-1 inh	MEX-5 binding
CCn1c(CSc2nc3ccccc3s2)nnc1SCC(=O)c1ccc(O)c(O)c1
→ 2	21	9	2	29	-4	1	-3	-4.9
CCCc1[nH]nc2c1C(c1cc(OC)ccc1F)C(C#N)=C(N)O2 (stereo not drawn)
→ 10	-1	2	4	6	1	-2	-4	1.8
COC(=O)c1c(-c2ccccc2Cl)noc1-c1cnc(N)nc1C(F)(F)F
→ 1	-1	-1	0	2	-2	-2	-5	-1.9
Cc1c(OC(C)C(=O)NC(Cc2c[nH]c3ccc(O)cc23)C(=O)O)ccc2c1oc(=O)c1ccccc12 (stereo not drawn)
→ 0	2	6	1	0	-3	1	-2	-2.6
N#Cc1cc([N+](=O)[O-])ccc1Oc1cccc(/C=N/NC(=O)c2ccc(Cl)cc2)c1
→ -3	1	-1	3	-12	-1	6	13	1.1
Brc1cccc(-c2nnco2)c1
→ 3	-2	-1	-2	-5	0	-2	1	2.2
CC(C)(C)C(=O)NC(=S)Nc1ccc(C(F)(F)F)cc1
→ 2	6	3	0	-6	-2	1	4	1.4
CC1C/C(=C/c2ccco2)C(=O)/C(=C/c2ccco2)C1 (stereo not drawn)
→ -31	-85	-28	0	6	61*	1	-1	1.7
Nc1[nH]nc2nc(N3CCOCC3)nc(-c3ccccc3)c12
→ -2	-2	-2	-10	-7	-1	-2	-2	-1.7
COc1ccccc1NS(=O)(=O)c1ccc(C)c(C(=O)NCc2cccnc2)c1
→ 6	4	0	-2	.	.	.	12	.
Cc1ccc(-c2nc(Nc3cccc(C)c3)sc2CC(=O)O)cc1
→ -4	-8	-2	-7	-2	11	2	10	3.3
Cc1ccc(NC(=O)c2ccccc2)cc1
→ 6	3	5	1	10	-5	0	-1	-0.2
CC(Oc1ccc(F)cc1)C(=O)N(Cc1ccccc1)c1c(N)n(Cc2ccccc2)c(=O)[nH]c1=O (stereo not drawn)
→ 2	-2	-1	-1	-5	-1	0	-7	0.2
CCc1cccc(CC)c1C(OC(C)=O)c1cccnc1 (stereo not drawn)
→ -4	2	2	-1	-2	0	-3	2	-1.0
CCOc1ccc(NC(=S)NC(=O)Cc2ccccc2)cc1
→ 3	0	6	3	0	-1	4	-4	-1.9
COc1ccc(Cl)cc1NC(=S)N1CCN(C(=O)C2CCCO2)CC1 (stereo not drawn)
→ 2	-1	3	-2	0	-3	2	1	-1.2
c1ccc(-c2ccc(-c3ccccn3)nn2)nc1
→ 11	6	7	1	10	-3	2	-3	.
CCN(C(=O)COC(=O)c1cccn1C)C1CCS(=O)(=O)C1 (stereo not drawn)
→ 4	-6	2	2	-2	-1	-4	-3	1.6
O=C(NC(=S)N1CCCC1)c1cccc([N+](=O)[O-])c1
→ 3	9	5	-1	-2	-1	-5	0	2.5
Cc1nnc(-c2cnn(-c3ccccc3)c2N)n1Cc1ccncc1
→ -4	8	4	5	10	-4	4	-1	0.1

Order of values – GLD-1 RNA inh	MCL1-BIM inh	BCLXL inh	PAD4 inh	GSTO1 counter	TPT1 inh	Fam108B inh	PME-1 inh	MEX-5 binding
Clc1ccc2nnnc(-c3ccccc3)c2c1
→ 6	-1	2	7	1	3	0	8	-1.4
CCOCCc1nnc(NC(=O)COC)s1
→ 4	4	3	0	7	1	2	2	-4.3
CCn1cc(S(=O)(=O)N2CCN(Cc3ccc(F)cc3)CC2)cn1
→ 12	-8	-2	-6	11	-1	2	2	0.6
CCn1cnc2c(Nc3cccc(Cl)c3)nc(C#N)nc21
→ -1	3	6	-3	.	.	.	-19	.
O=C(c1ccco1)N1CCN(C(=O)c2cc(-c3ccccc3)nc3ccccc23)CC1
→ 1	-6	-2	-3	4	0	2	-3	2.4
CCOC(=O)N1CCN(c2c(N3CCN(c4ccccc4OC)CC3)c(=O)c2=O)CC1
→ 4	-8	0	1	3	-4	2	-2	2.8
COCc1ccc(C(=O)N2CCN(CC(=O)N3CCCC3)CC2)cc1
→ 1	-1	-1	-4	.	.	.	-4	.
CCCCc1ccc(-n2c(Cc3cccs3)n[nH]c2=S)cc1
→ 4	2	-9	-2	1	3	3	1	-4.3
CC(C)CC(C(=O)Nc1ccc2c(c1)OCCO2)N1C(=O)c2ccccc2C1=O (stereo not drawn)
→ 2	5	1	-2	2	-1	11	4	-2.0
CC(C)=CCC(C)(C)/C=N/NC(N)=O
→ 5	3	6	5	2	0	2	-3	-4.9
O=C1C2C3C=CC(C3)C2C(=O)N1/N=C/c1cc(Br)cc([N+](=O)[O-])c1O (stereo not drawn)
→ 11	9	4	4	17	-3	2	6	1.1
COC(=O)C1CCN(S(=O)(=O)c2ccc(Br)s2)CC1
→ 2	6	5	0	.	.	.	2	.
CC(=O)c1cc(-c2ccccc2)n(CCC(=O)NC2CCCC2)c1C
→ 4	6	3	-2	6	-2	4	-4	0.6
COc1ccccc1C(=O)Nc1ccccc1C(=O)N1C(C)CCCC1C (stereo not drawn)
→ -11	-2	1	1	2	-1	-1	-3	-1.1
CCC(C)[C@H](NC(=O)C1(c2ccccc2)CCN(C(=O)OC(C)(C)C)CC1)C(=O)N[C@@H](C(=O)O)c1ccccc1 (stereo partly drawn)
→ 6	9	4	-3	8	-1	0	-3	-1.0
CCc1cc(=O)oc2cc3occ(-c4ccc(OC)c(F)c4)c3cc12
→ -4	-31	-1	-7	7	-1	-31	-15	0.7
COc1ccccc1NCC(=O)N/N=C/c1c(O)ccc2ccccc12
→ -33	10	3	-4	18	16	7	18	?
